MCL1-BIM inh: inhibitors of human MCL1 binding to BIM-BH3 peptide; 320,000 compounds, 0.68% hits; GST-MCL1 / FITC-Bim-BH3 fluorescence polarization; Q07820; inhibition, % at 10.9 µM;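 active = inhibition above the mean inhibition of all tested compounds plus 3 SD, set per campaign, cut at about 40% in these data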;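 note: 0% = DMSO wells and 100% = unlabeled Bim-BH3 peptide control; higher means more loss of mP so more displacement of Bim peptide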
MEX-5 binding: C. elegans MEX-5 TCR-2 RNA binding activity; Q9XUB2; activity score (negative = inhibition of binding), % at 10 µM; AID 1832; MEX-5/FITC-TCR2 RNA binding, fluorescence polarization; active compounds read low; 300,000 compounds, 0.38% hits;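 active = inhibition past about -25% in most replicates, and total fluorescence under double the plate's negative control median, limit read from the data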;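 note: 0% = DMSO and -100% = 5 µM competing unlabeled TCR2 RNA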
AHR act: human AHR activation. 320,000 compounds, 2.5% hits. AID 2796. AHR-responsive luciferase reporter cells, luminescence. activation, % at 5 µM. P35869; in the data active = activation above about 47%;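 note: 0% = vehicle wells and 100% = reference agonist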
pPAFAH FP inh: inhibitors of human plasma PAF acetylhydrolase (pPAFAH) | inhibition, % at 3.39 µM | 330,000 compounds, 1.5% hits | Q13093 | recombinant pPAFAH, FP-rhodamine probe fluorescence polarization;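 active = inhibition above the mean inhibition across the screen plus 3 SD, cut at about 25% in these data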;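 note: inhibitors block binding of the rhodamine activity-based probe so polarization drops; 0% = enzyme with DMSO and 100% = wells lacking pPAFAH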
Target sequence (Q13093 whole entry, looked up): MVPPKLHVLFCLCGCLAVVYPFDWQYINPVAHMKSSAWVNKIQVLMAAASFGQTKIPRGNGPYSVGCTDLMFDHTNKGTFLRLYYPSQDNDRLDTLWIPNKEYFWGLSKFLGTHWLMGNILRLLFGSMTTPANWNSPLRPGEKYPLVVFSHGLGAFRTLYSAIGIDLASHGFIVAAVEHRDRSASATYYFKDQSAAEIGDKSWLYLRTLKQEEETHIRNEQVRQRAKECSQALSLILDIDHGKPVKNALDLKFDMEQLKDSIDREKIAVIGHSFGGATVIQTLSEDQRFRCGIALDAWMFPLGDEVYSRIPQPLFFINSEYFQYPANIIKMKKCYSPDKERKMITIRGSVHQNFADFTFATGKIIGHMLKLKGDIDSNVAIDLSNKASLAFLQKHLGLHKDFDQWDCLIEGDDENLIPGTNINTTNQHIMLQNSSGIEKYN
GLD-1 RNA inh: GLD-1-TGE RNA interaction inhibition (C. elegans); inhibition, % at 5.96 µM; purified GLD-1 + fluorescein TGE RNA, fluorescence polarization; Q17339; 320,000 compounds, 0.44% hits;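 active = percent inhibition above a per-plate cutoff, the plate mean of test compounds plus 3 SD, cut at about 30% in these data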;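 note: 0% = DMSO wells with GLD-1 and probe and 100% = wells lacking GLD-1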
Target sequence (Q17339 whole entry, looked up): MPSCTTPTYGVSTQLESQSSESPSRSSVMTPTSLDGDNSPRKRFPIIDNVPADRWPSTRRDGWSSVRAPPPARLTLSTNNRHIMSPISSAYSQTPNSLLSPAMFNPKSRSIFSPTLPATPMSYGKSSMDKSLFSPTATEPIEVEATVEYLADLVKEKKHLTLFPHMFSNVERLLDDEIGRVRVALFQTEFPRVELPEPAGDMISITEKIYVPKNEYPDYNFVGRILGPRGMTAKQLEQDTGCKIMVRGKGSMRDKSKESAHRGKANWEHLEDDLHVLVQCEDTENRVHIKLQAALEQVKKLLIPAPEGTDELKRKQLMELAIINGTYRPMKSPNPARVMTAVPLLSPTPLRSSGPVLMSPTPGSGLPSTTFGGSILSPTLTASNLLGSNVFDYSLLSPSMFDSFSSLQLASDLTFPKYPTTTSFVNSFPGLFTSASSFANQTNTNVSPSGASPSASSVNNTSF
Fam108B inh: counter-screen for RBBP9 inhibitors: inhibitors of mouse Fam108B; recombinant Fam108B, FP-Rh probe fluorescence polarization; inhibition, % at 9.51 µM; 300,000 compounds, 0.33% hits;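 active = inhibition above the screen mean inhibition plus 3 SD, computed separately per campaign, cut at about 18% in these data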;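 note: inhibitors lower polarization as less probe binds the enzyme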
PAFAH1B2 FP inh: PAFAH1B2 (human) inhibition. P68402. recombinant PAFAH1B2, FP-rhodamine activity probe, fluorescence polarization. inhibition, % at 3.39 µM. 340,000 compounds, 1.2% hits. AID 492953;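 active = inhibition above the mean of all tested compounds plus 3 SD, cut at about 24% in these data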;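 note: 0% = enzyme with DMSO and 100% = wells lacking PAFAH1B2; many of its hits are not listed in these tables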
BCLXL inh: inhibitors of human Bcl-xL | Q07817 | GST-Bcl-xL / FITC-Bim BH3 peptide fluorescence polarization | inhibition, % at 10.9 µM | 320,000 compounds, 0.7% hits | AID 2129;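 active = inhibition above the mean of all tested compounds plus 3 SD, cutoff set per campaign, cut at about 30% in these data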;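 note: 0% = DMSO wells and 100% = unlabeled Bim-BH3 peptide competitor; inhibitors lower millipolarization by displacing the labeled peptide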
PME-1 inh: PME-1 (human) inhibition. Q9Y570. recombinant PME-1, FP-Rh probe fluorescence polarization. inhibition, % at 5.9 µM. 320,000 compounds, 0.53% hits;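 active = inhibition above the campaign mean of all compounds plus 3 SD, cut at about 26% in these data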;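 note: competitive labeling of PME-1 active site by serine hydrolase directed probe; 0% = PME-1 with DMSO and 100% = wells lacking PME-1 enzyme; inhibitors block probe labeling so polarization falls and inhibition rises; many of its hits are not listed in these tables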
* hit, by the source's call; . = not tested or not shown.

SMILES	MCL1-BIM inh	MEX-5 binding	AHR act	pPAFAH FP inh	GLD-1 RNA inh	Fam108B inh	PAFAH1B2 FP inh	BCLXL inh	PME-1 inh
CCCn1c(=O)[nH]c(=O)c2c1nc(-c1ccc(C#N)cc1)n2CCOC	13	-0.9	0	5	-4	-2	4	8	0
O=C(/C=C/c1ccccc1Cl)Nc1ccc2c(c1)C(=O)NC2=O	0	0.7	35	-32	2	-33	-22	-35	-66
COc1ccc(OC)c2c1sc(=NC(=O)C1CC1)n2C	8	0.4	24	4	-5	2	2	8	10
CN1C(=O)CC(N2CCN(Cc3ccc(Cl)cc3)CC2)C1=O (configuration not stated)	3	-1.4	2	0	0	1	5	6	1
O=Cc1ccc(OCc2nnsc2Cl)cc1	1	0.6	0	1	2	3	4	3	1
O=C(c1cccc([N+](=O)[O-])c1)N1CCOCC1	-7	0.5	5	0	0	2	-1	-2	1
Cc1ccc(CC(=O)NCC(c2ccco2)N(C)C)cc1C (configuration not stated)	0	-1.0	3	-3	8	-1	8	2	0
CC(=O)O[C@H]1CC[C@@]2(C)[C@@H](CC[C@H]3[C@@H]4CC[C@H](C(C)O)[C@@]4(C)CC(=O)[C@@H]32)C1 (some centres not stated)	9	-0.6	0	3	-2	5	5	4	6
COc1cccc(NC(=O)CN(C)C(=O)CSCC(=O)Nc2ccc(C)cc2)c1	4	.	17	-6	-8	.	-2	6	-5
CN1CCN(C(=O)C2CCCCC2C(=O)O)CC1 (configuration not stated)	7	-1.5	-1	2	9	0	3	5	4
CCC(C(=O)OC)n1cnc2c(nnn2-c2ccc(C)cc2)c1=O (configuration not stated)	9	2.1	4	-2	6	-2	2	6	1
[2H]C([2H])(CCOS(N)(=O)=O)c1ccccc1	-3	0.8	2	2	4	4	3	3	-4
O=C1C2CC=C(Cl)CC2C(=O)N1c1ncn[nH]1 (configuration not stated)	7	6.5	-2	5	-1	-1	4	2	-3
CCOC(=O)C1(P(=O)(c2ccc(Cl)cc2)c2ccc(Cl)cc2)CCC1	5	-0.7	0	6	0	1	7	12	1
CCOC(=O)c1c(NC(=O)c2ccc(S(=O)(=O)N3CCOCC3)cc2)sc2c1CC(C)(C)NC2(C)C	1	0.3	-1	4	-5	0	-4	2	2
Cc1ccc(-n2nnc(-c3ccnc4ccccc34)n2)cc1	5	0.0	19	2	2	-2	2	3	-10
COc1ccc(CN(CC(=O)NC2CCCC2)C(=O)CN2C(=O)COc3ccccc32)cc1	-9	-0.7	2	3	-6	-1	6	6	-5
C=CCN=C1N[C@@H](c2cccc(C(F)(F)F)c2)C(C(=O)OC)=C(C)N1CC	-12	0.0	4	-4	6	2	7	-2	1
CN1C2=C(C#N)C(c3ccccc3)(C(F)(F)F)NC(=O)N2c2ccccc21 (configuration not stated)	5	-3.0	9	8	-7	1	2	1	4
CN(C(=O)C1CCOC1)c1nnc(C2CCOC2)s1 (configuration not stated)	3	0.8	1	0	8	-2	4	5	-4
CC1(C)NC(=O)N(CC(O)CN(c2ccccc2)S(=O)(=O)c2ccccc2)C1=O (configuration not stated)	-6	-0.3	-1	3	-6	0	1	-4	0
COc1ccc(CCNC(=O)COC(=O)c2ccc(Br)o2)cc1	-2	1.0	-2	11	-5	-2	2	0	-1
CC1CCCCC12NC(=O)N(CC(=O)OCC(=O)NC(=O)c1ccccc1)C2=O (configuration not stated)	8	.	-1	-5	-7	.	7	7	0
O=C1OC(Nc2ccc(Br)cn2)c2ccccc21 (configuration not stated)	3	.	0	4	4	6	-3	5	-1
O=C(Nc1cc(Cl)cc(Cl)c1)N1CCCN(Cc2ccccc2)CC1	0	0.1	2	7	5	-2	8	2	-2
CCOCCc1nn2c(=O)cc(CSCC(=O)Nc3ccccc3)nc2s1	-10	-3.2	3	2	3	-5	4	2	-6
C[C@H](CO)N1C[C@H](C)[C@@H](CN(C)S(=O)(=O)c2ccccc2)Oc2c(NS(=O)(=O)c3ccc(F)cc3)cccc2C1=O	.	.	-1	0	-1	.	4	.	.
O=C(NC(=S)N1CCN(C/C=C/c2ccccc2)CC1)c1c(F)cccc1F	9	0.3	1	4	3	-2	2	2	10
COc1ccccc1N1CCN(C(=O)COc2cccc3ccccc23)CC1	-5	3.3	6	5	3	-4	-5	-4	7
Cn1c(=O)c2c(ncn2CC(=O)N2CCN(C(=O)c3ccco3)CC2)n(C)c1=O	-2	1.5	2	-1	5	-6	3	4	-3
C[C@H](NC(=O)C1CC(=O)N(c2ccc3c(c2)OCCO3)C1)C(=O)NC1CCCC1 (some centres not stated)	-1	-1.2	-1	5	0	2	2	4	-5
Cc1cccc(C)c1NC(=O)C(c1ccccc1)N1CCC2(CC1)OCCO2 (configuration not stated)	-9	-0.6	2	-1	-5	-2	-2	-2	1
COc1cc(Cl)c(C)cc1NC(=O)c1ccc2c(c1)OCO2	5	1.8	73*	4	5	-3	1	1	-7
CCn1c(/N=C/c2ccc(OC)cc2O)nc2ccccc21	-3	0.2	3	7	-3	-3	-4	-3	1
CCOc1ccc(C(=O)NC2CC3CCCC(C2)N3Cc2ccccc2)cc1 (configuration not stated)	-1	-1.6	1	1	-2	1	11	7	-9
COc1ccc(CCNc2ncnc3c2nnn3Cc2ccccc2)cc1	6	-2.6	3	9	10	-1	0	-1	-7

No new results follow: an excerpt of the list.
SMILES	MCL1-BIM inh	MEX-5 binding	AHR act	pPAFAH FP inh	GLD-1 RNA inh	Fam108B inh	PAFAH1B2 FP inh	BCLXL inh	PME-1 inh
Cn1c(=O)c2c(ncn2CC(=O)N2CCN(C(=O)c3ccco3)CC2)n(C)c1=O	-2	1.5	2	-1	5	-6	3	4	-3
C[C@H](NC(=O)C1CC(=O)N(c2ccc3c(c2)OCCO3)C1)C(=O)NC1CCCC1 (some centres not stated)	-1	-1.2	-1	5	0	2	2	4	-5
Cc1cccc(C)c1NC(=O)C(c1ccccc1)N1CCC2(CC1)OCCO2 (configuration not stated)	-9	-0.6	2	-1	-5	-2	-2	-2	1
COc1cc(Cl)c(C)cc1NC(=O)c1ccc2c(c1)OCO2	5	1.8	73*	4	5	-3	1	1	-7
CCn1c(/N=C/c2ccc(OC)cc2O)nc2ccccc21	-3	0.2	3	7	-3	-3	-4	-3	1
CCOc1ccc(C(=O)NC2CC3CCCC(C2)N3Cc2ccccc2)cc1 (configuration not stated)	-1	-1.6	1	1	-2	1	11	7	-9
COc1ccc(CCNc2ncnc3c2nnn3Cc2ccccc2)cc1	6	-2.6	3	9	10	-1	0	-1	-7

Next part:
SMILES	MCL1-BIM inh	MEX-5 binding	AHR act	pPAFAH FP inh	GLD-1 RNA inh	Fam108B inh	PAFAH1B2 FP inh	BCLXL inh	PME-1 inh
Cc1ccc(CS(=O)(=O)CCC(=O)NCc2ccc(F)cc2)cc1	-2	1.1	1	16	-5	2	2	-1	2
CCOC(=O)C(NCc1ccccc1OC)(NC(=O)CC)C(F)(F)F (configuration not stated)	2	0.2	0	6	-1	2	-5	2	-1
CCC(/C=C1\Sc2ccc(OC)cc2N1CC)=C\c1sc2ccc(OC)cc2[n+]1CCCS(=O)(=O)[O-]	13	-9.8	0	-112	-3	-183	-155	13	-329
COc1ccc(OCCC(=O)OCC(=O)NCCC2=CCCCC2)cc1	-2	2.7	-1	23	5	-2	4	-1	4
CCOC(=O)c1cccc2c(=O)c(C(=O)c3ccc(Cl)cc3)c(C(=O)OC)[nH]c12	2	-2.5	3	3	0	1	6	4	1
O=C(O)c1oc2ccccc2c1CSc1ccc(Cl)cc1	10	1.2	5	2	3	2	29*	1	3
CN1CCN(C2=NC(=O)/C(=C/c3cn[nH]c3-c3ccccc3)S2)CC1	5	0.6	-4	1	-2	2	1	28	-10
CCN(CC)CCNCc1cc(Cl)c(OCC(=O)Nc2ccccc2)c(OC)c1	2	1.5	1	-1	-1	3	12	4	-1
O=C(O)c1cc(S(=O)(=O)NCC2CCCO2)ccc1Cl (configuration not stated)	-4	-2.2	6	7	5	5	-2	5	-2
Cc1c(Cl)cccc1NC(=O)CSc1nnc(C)n1-c1ccccc1	-5	2.2	3	4	8	0	-1	-6	0
CCCN(S(=O)(=O)c1ccccc1F)S(=O)(=O)c1ccccc1Br	3	0.3	-2	4	12	1	5	0	-4
CCc1nnc(NC(=O)Cc2ccc(OCc3c(C)noc3C)cc2)s1	0	-1.2	1	6	0	-2	-5	1	2

Sorted by number of heavy atoms (highest first): 3 of the compounds above.
SMILES	MCL1-BIM inh	MEX-5 binding	AHR act	pPAFAH FP inh	GLD-1 RNA inh	Fam108B inh	PAFAH1B2 FP inh	BCLXL inh	PME-1 inh
COc1ccc(OCCC(=O)OCC(=O)NCCC2=CCCCC2)cc1	-2	2.7	-1	23	5	-2	4	-1	4
Cc1c(Cl)cccc1NC(=O)CSc1nnc(C)n1-c1ccccc1	-5	2.2	3	4	8	0	-1	-6	0
Cc1ccc(CS(=O)(=O)CCC(=O)NCc2ccc(F)cc2)cc1	-2	1.1	1	16	-5	2	2	-1	2

New compounds follow.
SMILES	MCL1-BIM inh	MEX-5 binding	AHR act	pPAFAH FP inh	GLD-1 RNA inh	Fam108B inh	PAFAH1B2 FP inh	BCLXL inh	PME-1 inh
COc1cccc(NC(=O)CNC(=O)c2ccc([N+](=O)[O-])cc2)c1	4	-2.3	2	-2	2	-2	4	6	1
CCS(=O)(=O)N1CCN(C(=O)c2cc(OC)cc(OC)c2)CC1	-2	0.8	-4	-3	0	5	-1	-3	1
O=C(CC12CC3CC(CC(Br)(C3)C1)C2)NC1CCCC1	0	1.4	0	4	6	1	8	6	-2
CC(=O)N1c2c(cc(Br)cc2S(=O)(=O)N2CCN(c3ccccn3)CC2)CC1C (configuration not stated)	6	1.1	2	2	1	-3	1	2	4
CC(C)CCN(N=O)[C@@H](Cc1ccccc1)CN(N=O)[C@@H](Cc1ccccc1)CN(C)N=O	0	1.4	1	13	-4	2	0	-3	-3
O=C(CSc1nccn1Cc1ccco1)Nc1cccc(F)c1	4	-0.7	2	1	7	0	3	5	-2
CCN(CC)C1CCN(c2nc3nonc3nc2NCCOC)C1 (configuration not stated)	0	-1.2	1	4	6	-5	1	5	-2
COc1ccc(-n2c(SCC(=O)NCc3ccco3)nc3sc4c(c3c2=O)CCN(C)C4)cc1	17	3.3	4	7	-7	-8	0	8	-5
CCCNC(=O)CNC(=S)N(Cc1ccccc1F)C1CCCCC1	-1	-2.1	1	-5	-4	-1	6	0	-1
O=C(CCCN1C(=O)/C(=C/c2ccc(F)cc2)SC1=S)NC1CCS(=O)(=O)C1 (configuration not stated)	-4	-1.1	-4	0	-5	-1	6	4	0
CCCN1C(=O)/C(=C\c2ccncc2)SC1=Nc1ccccc1	-1	1.0	10	7	10	2	0	4	2
COCCCNc1nc2c([nH]1)c(=O)[nH]c(=O)n2C	-2	1.1	4	-5	1	-3	3	1	-10

Screening data (PubChem BioAssay)

Some of the compounds tested (hit frequency here may not be typical).
